RNase H inhibition – RNase H inhibition, HIV 1 Gag Pol polyprotein, FRET biochemical assay, screening (AID 372); 100,000 tested, 0.77% active; inhibition, % at 10 µM, or IC50 in µM where a hit was titrated; HIV-1 RT RNase H, FRET RNA/DNA substrate fluorescence; higher % means a stronger effect; in the data active = inhibition above about 50%
Active calls of the source: *. A portion of the library; rates above refer to the full screens.

SMILES | RNase H inhibition
O=C1/C(=C/c2ccccc2OCc2ccc([N+](=O)[O-])cc2)SC(=S)N1Cc1ccccc1 | 18%
CCc1ccc(NC(=S)NC(=O)c2ccc(Br)cc2)cc1 | 19%
COc1ccc(/C=N/NC(=O)c2cccc([N+](=O)[O-])c2)cc1I | 19%
O=C(N/N=C/c1c(Br)cc(Br)c(O)c1Br)C1COc2ccccc2O1 (centres undefined) | 14%
CCOC(=O)c1ccc(N/C(N)=N/c2nc(C(F)(F)F)cc(=O)[nH]2)cc1 | 0%
COc1ccccc1N1CCN(C(=O)c2ccc(N(Cc3ccccc3)S(C)(=O)=O)cc2)CC1 | 0%
O=C(Nc1ccc2oc(-c3c(F)c(F)c(F)c(F)c3F)nc2c1)c1ccccc1F | 15%
CC1(C)CC(Cc2ccccc2)(C(CN)CO)CCO1 (centres undefined) | 0%
Clc1ccc(Nc2nc(-c3cccs3)cs2)cc1 | 17%
O=C(Nc1ccccc1[N+](=O)[O-])c1ccc2ccccc2n1 | 34%
N#C/C(=C\c1ccccc1C(F)(F)F)c1nc2ccccc2[nH]1 | 0%
O=[N+]([O-])c1ccc(NCCCNS(=O)(=O)c2ccc(Cl)cc2)cc1 | 8%

Brought forward from above: 2 compounds, followed by the next part.
SMILES | RNase H inhibition
N#C/C(=C\c1ccccc1C(F)(F)F)c1nc2ccccc2[nH]1 | 0%
O=[N+]([O-])c1ccc(NCCCNS(=O)(=O)c2ccc(Cl)cc2)cc1 | 8%
Cc1ccc(C(=O)C(NC(=O)c2ccco2)Nc2ccc(C)c(Cl)c2)cc1 (centres undefined) | 16%
CCCCNCCCCOc1ccccc1OC | 14%
O=C1CSC(=S)N1/N=C/c1ccc(Br)cc1 | 16%
Cc1ccc(C(=O)NC2CCCC2)c(Cl)c1 | 30%
CCOc1ccc(N2C(=O)/C(=C/c3ccc(N(C)C)cc3)SC2=S)cc1 | 0%
O=C(CCN1C(=O)c2cccc([N+](=O)[O-])c2C1=O)Nc1ccccc1C(F)(F)F | 8%
Cc1cnn(-c2cc(N/N=C/c3cccc(F)c3)ncn2)c1 | 10%
CN(C(=O)c1ccc(Cl)c([N+](=O)[O-])c1)c1ccccc1 | 17%
CCOc1ccccc1N1CCN(Cc2cc(OC)c(O)c([N+](=O)[O-])c2)CC1 | 14%
CC(O)c1cccc(NC(=O)c2cc3n(n2)C(C(F)(F)F)CC(c2ccc(Cl)cc2)N3)c1 (centres undefined) | 12%
CC1=C(C(=O)OCCc2ccccc2)C(c2ccccc2OC(C)C)CC(=O)N1 (centres undefined) | 17%
Cc1cccc(N=NN(C)c2ccccc2)c1 | 5%
O=C(COc1ccc(Br)cc1)NCc1ccncc1 | 0%
Cc1ccccc1C(=O)NC(=S)Nc1ccc(-c2nc3cc(Cl)ccc3o2)cc1 | 12%
CCOc1ccccc1N(CC(=O)Nc1ccc(C)cc1C)S(=O)(=O)c1ccccc1 | 7%
CC(=O)C1=C(O)C(=O)N(CCN(C)C)C1c1ccc(Cl)cc1 (centres undefined) | 2%
Nc1nnc(SCC(=O)NCCc2ccccc2)s1 | 0%
COc1cc(/C=C(\C#N)C(=O)Nc2cccc(Cl)c2)ccc1O | 17%
COc1cc2nc(-c3ccccc3I)oc(=O)c2cc1OC | 6%
O=C(NC(=S)Nc1ccc([N+](=O)[O-])cc1O)c1ccc(F)cc1 | 4%
COc1cc(/C=N/NC(=O)CNC(=O)c2ccccc2Br)ccc1O | 0%
NC1=NC2(CCCCC2)N=C(Nc2cccc3ccccc23)N1 | 7%
O=C(O)c1cc(S(=O)(=O)N2CCCC2)ccc1Cl | 15%
COCCCNC(=O)COc1ccccc1C | 0%

Reformatted: results already given
Structure	RNase H inhibition
COc1cc(/C=C(\C#N)C(=O)Nc2cccc(Cl)c2)ccc1O	17%
COc1cc2nc(-c3ccccc3I)oc(=O)c2cc1OC	6%
O=C(NC(=S)Nc1ccc([N+](=O)[O-])cc1O)c1ccc(F)cc1	4%
COc1cc(/C=N/NC(=O)CNC(=O)c2ccccc2Br)ccc1O	0%
NC1=NC2(CCCCC2)N=C(Nc2cccc3ccccc23)N1	7%

(next part)
SMILES | RNase H inhibition
CC1(C)c2ssc(=S)c2-c2ccccc2N1C(=O)CN1C(=O)CCC1=O | 0%
Cc1cc(OCC(=O)OC(C)C)c2c(-c3ccccc3)cc(=O)oc2c1 | 20%
N#C/C(=C/Nc1ccc([N+](=O)[O-])cc1)C(N)=S | 8%
CCOC(=O)c1ccc(N2C(=O)C(=O)/C(=C(\O)c3ccc(Cl)cc3)C2c2ccccc2F)cc1 (centres undefined) | 17%
Cc1nc2ccc(Br)cc2c(Cl)c1CCC(=O)O | 2%
O=C(COc1ccc(Br)cc1Cl)N1CCN(c2ccc([N+](=O)[O-])cc2)CC1 | 31%
Cc1ccccc1OCCCCN1CCCC1 | 1%
CCC(=O)Nc1nc2ccccc2n1CCN(C)C | 0%
CC1=C(C(=O)OCC(C)C)C(c2ccsc2)C2=C(CC(c3cccs3)CC2=O)N1 (centres undefined) | 0%
COC(=O)CN(c1cccc(OC)c1)S(=O)(=O)c1ccccc1 | 7%
CC1=C(C(=O)Nc2ccc(Cl)cc2)C(c2ccc(F)cc2)NC(=S)N1 (centres undefined) | 6%
COC(=O)c1c(N)sc(C)c1-c1cccc(Cl)c1 | 10%
C/C(=C\C(=O)OCCOCCOC(=O)/C=C(\C)NC1CC(C)(C)NC(C)(C)C1)NC1CC(C)(C)NC(C)(C)C1 | 6%
COc1cc(Br)c(/C=N/Nc2ccc(Cl)cc2)cc1OC | 0%
CC1(C)Cc2ccccc2C(C)(C(=O)NN)N1 (centres undefined) | 4%
COc1ccc(OC)c(N(CC(=O)Nc2ccccc2Cl)S(C)(=O)=O)c1 | 12%
COc1ccc(C(=O)N/N=C(\c2ccccc2)c2ccc(C)cc2)cc1 | 0%
CCOC(=O)C(Cc1ccc(NC(=O)/C(=C/c2ccc(OC(C)=O)cc2)NC(C)=O)cc1)N1C(=O)c2ccccc2C1=O (centres undefined) | 29%
Cc1ccc(-c2nc3cc(NCc4ccc5c(c4)OCO5)ccc3o2)cc1 | 10%
COc1ccccc1-n1c(O)c(C=NCCCO)c(=O)[nH]c1=O | 6%
O=C(NN=C1CCC(c2ccccc2)CC1)c1cccnc1 (centres undefined) | 1%
COC(=O)c1sccc1NC(=O)c1cc(-c2ccc(OC)cc2OC)nc2ccccc12 | 18%
CCC(CC)NC(=O)c1ccc([N+](=O)[O-])cc1Cl | 14%
Cc1ccccc1OCCNCCNC(=S)S | 22%
Cc1ccc(C)c(N2C(=O)NC(=O)/C(=C\c3ccc(OCc4ccc([N+](=O)[O-])cc4)cc3)C2=O)c1 | 14%
O=C(c1ccccc1)N1CCN(c2cc(N3CCCC3)c(F)cc2[N+](=O)[O-])CC1 | 13%
CC(C)c1ccc(NC(=O)CN(CCc2ccccc2)S(=O)(=O)c2ccccc2)cc1 | 14%
O=C(O)CN1C(=O)C(=O)/C(=C(\O)c2ccccc2)C1c1ccc([N+](=O)[O-])cc1 (centres undefined) | 8%
Cc1ccc(SCCNS(C)(=O)=O)cc1 | 2%
O=C(O)c1ccc(N2C(=O)CC(NC3CCN(Cc4ccccc4)CC3)C2=O)cc1 (centres undefined) | 24%
COC(=O)C1=C(C)NC2=C(C(=O)CC(c3ccc(Cl)cc3)C2)C1c1ccc(OC)cc1 (centres undefined) | 13%
CN1C(=O)NC(=O)/C(=C/c2ccc(-c3ccc(Cl)cc3Cl)o2)C1=O | 30%
CCCOc1ccc(N2C(=O)CC(N3CCCCC3)C2=O)cc1 (centres undefined) | 9%
CC(C)(C)c1ccc(OCCOc2ccc(/C=C3\SC(N)=NC3=O)cc2)cc1 | 19%
Cc1ccc(OCC(=O)Nc2ccc(C)cc2[N+](=O)[O-])c(Br)c1 | 13%
CCOc1cccc2c1N(C(=O)c1ccccc1)C(C)(C)c1ssc(=S)c1-2 | 19%
O=C(NCc1cccc(CNC(=O)NC2CCCCC2)c1)NC1CCCCC1 | 3%
Cc1ccc(S(=O)(=O)N(C)CC(=O)NCCO)cc1 | 11%
O=C(CC(Nc1ccccc1)c1ccccc1)c1ccccc1 (centres undefined) | 4%
COC(=O)c1cc2nc(-c3ccc(OC)cc3)cc(C(F)(F)F)n2n1 | 13%
Cc1[nH]n(-c2ccc([N+](=O)[O-])cc2)c(=O)c1C=NCc1ccc(S(N)(=O)=O)cc1 | 22%
COc1ccc(OC)c(/C=N\NC(=O)COc2ccc(Cl)cc2Br)c1 | 13%
CCOC(=O)c1c(NC(=O)c2ccc(Cl)c(Cl)c2)sc(C(=O)Nc2ccccc2F)c1C | 1%
CCCCOc1ccc(N/C=C(\C#N)c2nc(-c3ccc(Br)cc3)cs2)cc1 | 9%
COc1ccccc1NC(=O)c1c(NC(=O)Cc2ccccc2)sc2c1CCC(C)C2 (centres undefined) | 17%
COc1cc(/C=N/n2c(C)nnc2C)ccc1O | 0%
CCN(CC)CCCCOc1ccc(Cl)cc1C | 4%
S=c1[nH]nc(-c2cccc(Cl)c2)n1-c1ccccc1 | 12%

Grouped by structure, the entries above containing an aryl thioether with sulfur outside any ring
SMILES | RNase H inhibition
Nc1nnc(SCC(=O)NCCc2ccccc2)s1 | 0%
Cc1ccc(SCCNS(C)(=O)=O)cc1 | 2%

(continued)
SMILES | RNase H inhibition
COc1cc(/C=C2/SC(=S)NC2=O)cc(I)c1O | 10%
COc1ccc(C(=O)Nc2ccccc2)cc1S(N)(=O)=O | 2%
O=C(/C=C/c1ccccc1)Nc1ccc(N2CCOCC2)c(Cl)c1 | 6%
COc1ccc(C2SCC(=O)N2CCc2ccc(OC)c(OC)c2)c(OC)c1 (centres undefined) | 15%
O=C(N/N=C/c1ccccc1OCc1ccccc1)c1ccccc1 | 25%
COC(=O)C1=C(C)NC2=C(C(=O)c3ccccc32)C1c1ccccc1OCc1ccc(Br)cc1 (centres undefined) | 1%
O=C1Nc2ccccc2/C1=N/N=C/c1cccc(Oc2ccccc2)c1 | 15%
CC(=O)Nc1ccc(S(=O)(=O)N2CCN(C(=O)CC(C)C)CC2)cc1 | 9%
COc1ccc(NC(=O)c2ccc(C)c(C)c2)c(OC)c1 | 9%
CC(=O)Nc1cccc(NC(=O)c2ccc(C)cc2)c1 | 5%
O=C(Nc1cc(Cl)cc(Cl)c1)c1cc([N+](=O)[O-])cc([N+](=O)[O-])c1 | 2%
Cc1c(C(=O)Nc2ccc(Cc3ccncc3)cc2)cccc1[N+](=O)[O-] | 16%
CNC(=S)N(C)/N=C/c1c(Cl)cccc1[N+](=O)[O-] | 0%
O=C(Nc1nc(-c2ccc(Cl)c(Cl)c2)cs1)c1ccco1 | 5%
CN1CCN(C(=O)CN(c2ccc(Br)cc2)S(=O)(=O)c2ccccc2)CC1 | 0%
CCC(C)c1ccc(NC(=O)c2cnccn2)cc1 (centres undefined) | 0%
CCOc1ccc(N(CC(=O)NCc2ccccn2)S(=O)(=O)c2ccc(SC)cc2)cc1 | 23%
Cc1cc(C)c(C(=O)/C(=C/c2ccccc2Cl)c2ccccc2)c(=O)[nH]1 | 3%
O=C(/C=C/c1ccc([N+](=O)[O-])cc1)Nc1ccc(F)cc1 | 0%
COc1ccc(C(=O)Nc2sc3c(c2C(N)=O)CCC(C(C)(C)C)C3)cc1 (centres undefined) | 10%
Cc1ccc(NC(=O)Cc2nnc(NC(=O)Nc3ccc(F)cc3)s2)cc1 | 8%
CCOC(=O)/C(C#N)=C/Nc1ccccn1 | 1%
O=C(Nc1ccccc1)Nc1ccccc1C(F)(F)F | 6%
Cc1ccc(-c2csc(/C(C#N)=C/c3sccc3C)n2)cc1 | 32%

Part of the list above in order of heavy-atom count, descending.
SMILES | RNase H inhibition
CC(O)c1cccc(NC(=O)c2cc3n(n2)C(C(F)(F)F)CC(c2ccc(Cl)cc2)N3)c1 (centres undefined) | 12%
O=C(N/N=C/c1c(Br)cc(Br)c(O)c1Br)C1COc2ccccc2O1 (centres undefined) | 14%
CCCOc1ccc(N2C(=O)CC(N3CCCCC3)C2=O)cc1 (centres undefined) | 9%
O=C(O)c1cc(S(=O)(=O)N2CCCC2)ccc1Cl | 15%

More structures follow.
SMILES | RNase H inhibition
CCCc1n(CC(O)COc2ccc(C(C)C)cc2)c2ccccc2[n+]1C (centres undefined) | 13%
CCOc1cc(/C=N/NC(=O)C(c2ccccc2)c2ccccc2)ccc1O | 23%
Cc1ccc([N+](=O)[O-])cc1NC(=O)COc1ccc(Br)cc1Cl | 5%
COc1ccc(Br)cc1CNCc1ccc(OC)c(OC)c1 | 4%
CCCOc1c(Br)cc(Br)cc1/C=C(/C#N)c1nc2ccc(C)cc2[nH]1 | 5%
COc1ccc(Cl)cc1C(=O)NCc1cccnc1 | 7%
COc1ccc(-c2nc3ccccc3c(=O)n2CCCn2ccnc2)cc1 | 22%
CCc1ccc2oc(-c3cccc(NC(=S)NC(=O)c4ccc([N+](=O)[O-])cc4)c3)nc2c1 | 0%
Cc1ccc2nsnc2c1NC(=O)c1cc2ccccc2o1 | 22%
Cc1ccc(/C(O)=C2\C(=O)C(=O)N(c3cccc(C(=O)O)c3)C2c2ccc([N+](=O)[O-])cc2)cc1 (centres undefined) | 7%
O=C1CC(Sc2ccccc2)C(=O)N1c1ccc(Cc2ccc(N3C(=O)CC(Sc4ccccc4)C3=O)cc2)cc1 (centres undefined) | 10%
O=C(Nc1ccc(NC(=O)c2ccc([N+](=O)[O-])cc2Cl)cc1Cl)c1ccco1 | 0%
COc1ccccc1/C=N/NC(=O)C(=O)N1CCCC1 | 2%

Assay outcomes: PubChem BioAssay, MTDP
